# From PubChem
# RAD54 inh – inhibitors of human RAD54 branch migration. Q92698. RAD54 Holliday junction branch migration, FAM/BHQ fluorescence. inhibition, % at 10.4 µM. 360,000 compounds, 0.14% hits. AID 602329;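 active means mean normalized replicate activity at least 40 and at least half of replicates scoring 40 or more; inconclusive means only one of the two criteria met; inactive means mean below 40 and under half of replicates reaching 40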;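 further: 0% = median of neutral control wells and 100% = median of positive control wells; inhibitors cause a drop in the FAM fluorescence signal; in these data hits start at about 50%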
# CFTR F508del cor – CFTR F508del correction in bronchial cells; AID 720511; activity (quench increase), % at 7.58 µM; 350,000 compounds, 0.36% hits; CFBE cells, YFP halide quenching; stimulated with forskolin plus potentiator P3; % fluorescence drop versus neutral controls;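 active means mean added fluorescence quench of at least 8% versus neutral control, with both replicates also reaching 8%; inconclusive means only one of the mean or replicate conditions met; inactive means mean below 8% and not both replicates reaching 8%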;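 further: cells transiently co-express mutant CFTR-F508del with the halide-sensitive YFP; corrector assay measuring rescue of mutant channel to the surface after 24 h compound exposure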
# CASP6 VEID inh – blocks human caspase-6 cleavage activity; P55212; purified caspase-6, Z-VEID-R110 cleavage fluorescence; inhibition, % at 12.5 µM; 350,000 compounds, 0.53% hits; AID 686996;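 active means mean inhibition across replicates at least about 35%, with every replicate also reaching that limit, limit read from the data; inconclusive means only one of the two criteria met; inactive means neither criterion met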;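 further: 0% = median of neutral control wells and 100% = no fluorescence left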
# Target sequence (P55212 24-179 limits assumed): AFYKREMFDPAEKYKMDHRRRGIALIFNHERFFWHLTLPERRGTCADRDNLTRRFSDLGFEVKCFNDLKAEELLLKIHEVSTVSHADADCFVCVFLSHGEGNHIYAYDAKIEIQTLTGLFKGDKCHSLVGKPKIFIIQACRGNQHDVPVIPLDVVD
# Target sequence (P55212 194-293 limits assumed): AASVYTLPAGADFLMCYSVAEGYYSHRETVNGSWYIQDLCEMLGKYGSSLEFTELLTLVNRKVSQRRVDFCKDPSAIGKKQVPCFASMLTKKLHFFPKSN
# INS-1E GSIS act – primary screen for activators of insulin secretion dependent on glucose, INS-1E cells, GLuc reporter luminescence. INS-1E GLuc reporter insulin secretion, 2-3 h. activation, % at 16.6 µM. 370,000 compounds, 0.61% hits;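 active means lowest replicate activation of at least 40%, so every replicate reaches that level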;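 further: 0% = median of neutral control wells and 100% = median of IBMX positive control wells; some compounds called inactive have numbers as strong as hits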
# RAD52 inh – inhibitors of human RAD52 DNA annealing; 360,000 compounds, 0.46% hits; inhibition, % at 18.7 µM; recombinant RAD52 DNA annealing, FRET fluorescence; AID 651710;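 active means every replicate showing at least 50% inhibition; inconclusive means mean inhibition at least 50% but not in every replicate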
# Target sequence (P43351 whole entry, looked up): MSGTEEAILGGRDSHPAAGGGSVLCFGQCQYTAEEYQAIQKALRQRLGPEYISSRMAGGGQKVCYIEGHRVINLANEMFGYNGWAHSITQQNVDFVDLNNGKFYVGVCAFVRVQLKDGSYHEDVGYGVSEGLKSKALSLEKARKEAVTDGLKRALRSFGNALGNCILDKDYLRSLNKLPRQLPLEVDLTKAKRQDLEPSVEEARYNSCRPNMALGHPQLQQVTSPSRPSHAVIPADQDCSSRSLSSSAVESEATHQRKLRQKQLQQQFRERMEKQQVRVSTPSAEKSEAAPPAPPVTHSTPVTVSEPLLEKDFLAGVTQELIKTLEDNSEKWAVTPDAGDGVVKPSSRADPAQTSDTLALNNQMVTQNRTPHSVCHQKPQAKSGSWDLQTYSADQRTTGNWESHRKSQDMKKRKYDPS
# Xi reactivation – activators of X-chromosome reactivation in mouse fibroblasts; XiGFP mouse fibroblasts, % GFP-positive cells imaging, 3 d; cells co-treated with 5-aza-dC sensitizer; scaled so ellipticine positive control = 100%; activation, % at 7.58 µM; 360,000 compounds, 0.055% hits; AID 743238;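 active means mean normalized replicate activation at least 10% and every replicate at or above 10%; inconclusive means only one of the two criteria met; inactive means mean below 10% and not all replicates reach 10%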;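 further: 0% = median of on-plate neutral control wells and 100% = ellipticine 6 µM median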
#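 System: 68-5-11 XiGFP fibroblast line; Timing: 3 days compound exposure; Compound dosing: one concentration, pinned; Benchmarks: positive control ellipticine, 6 µM final; Buffer or medium: DMEM containing 5-aza-dC.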
# DENV2 CPE rescue – DENV2-induced cell death inhibition | DENV2-infected cells, cytopathic effect rescue, plate reader | CPE inhibition, % at 9.99 µM | 350,000 compounds, 1.7% hits; in the data active means CPE inhibition above about 20%, passing the limit was not always enough; inconclusive means no clear call, values can overlap the other calls; tested in BHK-21 cells;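 further: 0% = median of neutral control wells and 100% = median of positive control wells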
# E-selectin induc – E-selectin induction on HUVECs; P16581; HUVEC E-selectin immunofluorescence imaging; normalized: neutral wells 0, TNF-alpha wells 100; activation, % at 7.58 µM; 260,000 compounds, 0.37% hits;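 active means mean E-selectin-positive cell signal at least 10% of the positive control, reached in at least 60% of replicates, without over 20% cell loss; inconclusive means no rule given, readout overlaps actives, possibly toxicity-flagged; inactive means the rest, including those meeting only one limit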;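 further: in these data hits start at about 27%; measured in HUVEC primary endothelial cells; signal is the percent of cells scored E-selectin positive by PE staining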
#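 Read-out: % PE-positive cells | Test system: HUVEC | Doses: One compound dose added by pin transfer | Buffer or medium: EGM-2 over gelatin coat | Signal: Immunofluorescence imaging | Benchmarks: TNF-alpha, DMSO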
# * = called active by the depositor; ? = inconclusive; nt = no result given; & = joins results of further samples. Rows were taken by chance, and some 3.7% of all compounds hit somewhere here.
SMILES,RAD54 inh,CFTR F508del cor,CASP6 VEID inh,INS-1E GSIS act,RAD52 inh,Xi reactivation,DENV2 CPE rescue,E-selectin induc
O=C(C1CCC1)N1CCCCN2[C@H](CO)[C@@H](c3ccc(C#CC4CCCC4)cc3)[C@@H]2C1,2,0.0,-3,nt,21,nt,3,nt
CCCNC(=O)C[C@H]1C[C@@H]2c3cc(NC(=O)Nc4ccccc4F)ccc3O[C@@H]2[C@@H](CO)O1,-10,-1.1,22,-12,1,0.0,0,0.2
O=C1CN(C(=O)CSc2nnnn2-c2ccc(Cl)cc2)c2ccccc2N1,9,-1.6,3,-12,-68,nt,nt,nt
O=C(N/N=C/c1ccc2c(c1)OCO2)C(=O)Nc1cccc(Cl)c1,-7,0.0,2,11,-11,-0.1,-3,0.2
COc1ccc(NC(=O)C2(c3cccs3)CCOCC2)cc1,-9,0.9,-3,34,-13,-0.1,4,nt
Cc1c(C(=O)NC(=S)N(Cc2ccccc2)c2ccccn2)cccc1[N+](=O)[O-],3,1.5,2,8,-7,0.1,5,-0.2
C[C@H]1CN([C@@H](C)CO)C(=O)CCCn2cc(nn2)CO[C@@H]1CN(C)C(=O)Nc1ccc2c(c1)OCCO2,4&-5&8,-1.9&-1.0&2.4,1&0&0,5&6,-3&1&-7,-0.1&0.1,15&-8&-4,0.0&0.1
C=CCn1c(SCC(=O)Nc2ccc3c(c2)OCCO3)nnc1-c1ccco1,1,-0.2,8,9,-18,nt,-4,nt
O=C1CN(S(=O)(=O)Cc2ccccc2)C[C@H]2[C@H](c3ccc(C#Cc4ccccc4)cc3)[C@@H](CO)N12,nt,2.3,0,-14,-26,0.0,0,0.2
CCCn1nc(C(=O)NNC(=O)CCCOc2ccc(C)cc2)c2ccccc2c1=O,6,-0.7,-2,1,-13,0.1,1,-0.1
C[C@@H]1CN([C@H](C)CO)C(=O)c2cc(N(C)C)ccc2O[C@@H](C)CCCCO[C@H]1CN(C)C(=O)c1ccccc1,-9,0.3,0,1,-26,0.1,6,0.1
C#CCOCCOCCOCCNc1nc(N2CCN(C(=O)[C@H](CCCN=C(N)N)n3cc(C(N)[C@@H](C)CC)nn3)CC2)nc(N2CCN(C(=O)[C@H](CC(N)=O)n3cc([C@@H](N)C(C)C)nn3)CC2)n1 (stereo partly drawn),-26,-0.6,-138,16,41,-0.1,37*,0.0
O=C(O)CCN=CC1=C(O)CC(c2ccccc2)CC1=O (stereo not drawn),-11,-2.7,6,13,-7,0.1,-2,0.1
C[C@@H]1CN([C@H](C)CO)C(=O)c2cc(-c3cncnc3)cnc2O[C@@H]1CN(C)C(=O)Nc1ccc2c(c1)OCO2,-4,2.0,2,7,-3,0.4,8,0.0
O=C(CO/N=C/c1ccc(Cl)cc1Cl)NNC(=O)c1ccc(Cl)cc1Cl,nt,-0.9,2,4,-5,0.3,-1,2.5
CCOCC(=O)Nc1ccc([N+](=O)[O-])cc1OC,-4,0.0,0,5,-17,0.0,2,nt
O=C(NC[C@H]1N[C@H](CO)[C@@H]1c1ccc(-c2cncnc2)cc1)c1ccccc1F,nt,-2.8,-3,4,-37,0.4,-3,0.0
OCCN(CCO)c1nc2ccccc2[nH]1,nt,-1.3,-1,20,-5,0.0,2,7.4
C[C@@H]1CN([C@@H](C)CO)C(=O)Cc2cc(NS(=O)(=O)c3ccc(Cl)cc3)ccc2O[C@@H]1CN(C)CC1CCCCC1,-9,5.6,1,-12,10,-0.1,-4,19
NC(=O)c1ccc(NC(=O)COC(=O)CCc2ccc(S(=O)(=O)N3CCCCC3)cc2)cc1,-5,-0.1,-1,1,4,0.1,-3,nt
Cc1ccc(OCC(=O)O/N=C(\N)c2ccncc2)c(C)c1,-9,0.6,2,-9,-4,0.0,5,-0.2
O=C(NCC[C@H]1CC[C@@H](NC(=O)c2ccc3c(c2)OCO3)[C@@H](CO)O1)Nc1cc(F)ccc1F,0,2.4,-2,-4,3,0.5,6,-0.2
COc1ccc(C(=O)N(C)CCCC2CCCC2)cc1OC1CCN(C(C)=O)CC1,5,-2.3,-1,-16,-8,0.1,-6,nt
COc1ccc(NC(=O)Nc2ccc3c(c2)CC(=O)N([C@H](C)CO)C[C@H](C)[C@H](CN(C)C(=O)Nc2ccccc2)O3)cc1,8,1.3,1,4,-1,0.1,20,0.0
C[C@H](NS(=O)(=O)OCC(Cl)(Cl)Cl)C1CC1c1ccccc1 (stereo partly drawn),-4,0.9,2,1,-19,0.1,5,0.1
Cc1noc(C)c1NC(=O)Nc1ccc2c(c1)C(=O)N([C@H](C)CO)C[C@@H](C)[C@@H](CN(C)Cc1ccc(C(F)(F)F)cc1)OCCCC[C@H](C)O2,-3,-2.5,0,-6,-31,-0.1,-11,0.0
CCOc1ccc(NC(=O)CSc2nnnn2C2CCCC2)cc1,-23,0.2,-4,18,-20,0.0,?,nt
O=C(C1CCCCC1)N1CC2(C1)[C@H](c1ccccc1)[C@@H](CO)N2CC1CCCC1,nt,-2.5,-2,-11,-20,0.0,13,0.0
CC(O)c1ccc(Oc2cnccn2)cc1 (stereo not drawn),-5,0.1,-1,15,-21,0.2,8,0.0
Cc1ccc(S(=O)(=O)N(C)c2ccc3c(c2)C(=O)c2ccccc2-3)cc1,5,-2.1,1,11,-18,0.1,7,0.6
O=C(COC(=O)c1ccc2ncsc2c1)NCc1ccc(Cl)cc1,1,-4.9,-1,17,-18,0.0,0,nt
O=[N+]([O-])c1csc2ccccc12,3,1.3,3,-4,-16,0.2,3,-0.2
O=C(O)CCN1C(=O)c2ccccc2Sc2ncccc21,4,2.4,-4,7,-17,0.0,2,-0.1
O=C(C[C@@H]1CC[C@H](NC(=O)CN2CCOCC2)[C@H](CO)O1)NCCc1ccccc1,-4,1.7,1,2,-12,0.1,-4,-0.1
COc1cc(-c2nc3cnccn3c2Nc2ccc(C(C)C)cc2)ccc1O,5,2.0,-1,2,-10,nt,0,nt
COc1ccc(C2c3[nH]c4ccccc4c3CCN2CCCn2cccn2)cc1C (stereo not drawn),nt,-0.2,-1,8,-24,0.0,-3,nt
O=C(CN1CCN(C(=O)c2ccco2)CC1)Nc1ccc(Cl)c(S(=O)(=O)N2CCOCC2)c1,nt,-0.7,0,-11,-14,0.9,0,0.0
CC(C)[C@H](NC(=O)c1ccccc1F)C(=O)OCC(=O)NC1CC1,14,3.9,-3,9,-13,0.1,-2,0.0
C=CCn1c(SC(C)C(=O)NCC2CCCO2)nnc1-c1ccc(OC)cc1 (stereo not drawn),-14,-4.9,2,-8,-11,-0.1,13,0.0
CCn1c(CC(=O)Nc2ccccc2Cl)nnc1SCC(=O)NC1CCCC1,-10,-1.1,-1,-8,-5,0.3,10,0.2

# Taken from above.
# `COc1ccc(C(=O)N(C)CCCC2CCCC2)cc1OC1CCN(C(C)=O)CC1` in RAD54 inh: 5
# `Cc1ccc(S(=O)(=O)N(C)c2ccc3c(c2)C(=O)c2ccccc2-3)cc1` in CFTR F508del cor: -2.1
# `O=C(O)CCN1C(=O)c2ccccc2Sc2ncccc21` in INS-1E GSIS act: 7
# `O=C(NC[C@H]1N[C@H](CO)[C@@H]1c1ccc(-c2cncnc2)cc1)c1ccccc1F` in INS-1E GSIS act: 4
# `O=C(CN1CCN(C(=O)c2ccco2)CC1)Nc1ccc(Cl)c(S(=O)(=O)N2CCOCC2)c1` in CASP6 VEID inh: 0
# `O=C(C1CCC1)N1CCCCN2[C@H](CO)[C@@H](c3ccc(C#CC4CCCC4)cc3)[C@@H]2C1` in CFTR F508del cor: 0.0
# `Cc1ccc(OCC(=O)O/N=C(\N)c2ccncc2)c(C)c1` in RAD54 inh: -9

# (continued)
SMILES,RAD54 inh,CFTR F508del cor,CASP6 VEID inh,INS-1E GSIS act,RAD52 inh,Xi reactivation,DENV2 CPE rescue,E-selectin induc
Nc1[nH]c(C(=O)c2ccccc2)c(-c2ccncc2)c1C(=O)NC1CC1,nt,-0.5,2,29,-4,0.0,-4,1.3
COc1ccc2oc(C(=O)Nc3ccc(C)cn3)c(C)c2c1,-9,0.3,-2,28,-2,-0.1,-7,-1.5
CCN(Cc1ccccc1)C(=O)c1ccc(SC)cc1OC,nt,-3.1,nt,-4,-18,0.4,9,2.4
COC(=O)Nc1ccc(S(=O)(=O)Nc2cnc3ccccc3n2)cc1,nt,-0.4,-3,-4,-25,0.0,3,nt
Cc1ccc(C(=O)NCc2n[nH]c(=S)n2-c2ccccc2)cc1[N+](=O)[O-],4,-1.6,-1,-6,-1,0.1,-1,nt
CC(C(=O)Nc1ccccc1)N(C)CCOc1ccc(Br)cc1 (stereo not drawn),nt,2.2,-1,9,-9,0.3,11,-0.2
O=C(CSC1=NS(=O)(=O)c2cc(Cl)ccc2N1)NCCc1ccccc1,2,-0.1,-2,3,-14,0.0,?,-0.4
CC(C)(C)S(=O)(=O)N1Cc2ccc(CO)cc2[C@H]1CCO,1,-5.5,1,17,-9,0.0,7,0.8
CO[C@H]1CN(C)C(=O)c2cc(NC(=O)C3CCC3)ccc2OC[C@H](C)NC[C@H]1C,2,0.2,0,16,-10,-0.1,-1,-0.1
CN(C)C(=O)CN1CCN(C(=O)CCl)CC1,6,-3.5,-9,-4,-2,0.0,-7,0.0
C[C@H](CO)N1C[C@H](C)[C@H](CN(C)Cc2ccc(Oc3ccccc3)cc2)Oc2ncc(-c3cccnc3)cc2C1=O,-8,0.4,2,-16,2,-0.8,-1,-2.3
COc1ccc(-c2[nH]c3ccccc3c2SCCNC(=O)c2ccccc2)cc1,4,-4.0,0,13,-10,-0.4,-1,nt
CC(C(=O)OCC(=O)c1ccc(Br)cc1)N1C(=O)C2C3C=CC(C3)C2C1=O (stereo not drawn),0,-0.2,0,-5,-10,0.1,6,nt
O=C(CSc1nc2sccc2c(=O)[nH]1)N1CCN(c2ccccc2)CC1,18,3.6,3,8,-19,0.0,-6,-0.2
Fc1cccc(Cl)c1CNn1cn[nH]c1=S,nt,-3.8,-1,-4,-8,0.1,nt,nt
Cc1ccc(C)c(CN2C(=O)c3ccccc3S(=O)(=O)c3ccc(C(=O)N4CCN(C)CC4)cc32)c1,-2,-3.6,nt,1,-23,0.0,-7,nt
O=C(N[C@H]1CC[C@H](CCNS(=O)(=O)c2ccc(F)cc2)O[C@H]1CO)C1CCOCC1,-6,-0.2,1,22,-5,-0.3,-2,-1.3
CC(C)CN1CCN(Cc2cc3ccccc3[nH]2)CC1CCO (stereo not drawn),8,1.0,-3,-1,-7,0.5,-7,0.2
C[C@@H]1CN([C@H](C)CO)C(=O)c2cc(NS(C)(=O)=O)ccc2O[C@@H](C)CCCCO[C@@H]1CN(C)S(=O)(=O)c1cn(C)cn1,-3,1.4,0,16,17,0.0,0,-0.2

# Some of these compounds in order of count of non-hydrogen atoms, smallest number first:
SMILES,RAD54 inh,CFTR F508del cor,CASP6 VEID inh,INS-1E GSIS act,RAD52 inh,Xi reactivation,DENV2 CPE rescue,E-selectin induc
CC(C)(C)S(=O)(=O)N1Cc2ccc(CO)cc2[C@H]1CCO,1,-5.5,1,17,-9,0.0,7,0.8
CC(C(=O)Nc1ccccc1)N(C)CCOc1ccc(Br)cc1 (stereo not drawn),nt,2.2,-1,9,-9,0.3,11,-0.2
O=C(CSc1nc2sccc2c(=O)[nH]1)N1CCN(c2ccccc2)CC1,18,3.6,3,8,-19,0.0,-6,-0.2
